# RORgamma inh – inhibitors of mouse ROR gamma transcriptional activity; Drosophila S2 Gal4-RORgamma UAS-luciferase reporter, 20 h; Potency, µM (top dose mostly 53.6 µM), without a hit: top-dose activity change, negative = inhibition, actives largely listed as inhibitors; hit rate 5.4% among 310,000; also: nearly all actives have a fitted effect of over 60% in size
# Target sequence (P51450 whole entry, looked up, the tested form may be a part): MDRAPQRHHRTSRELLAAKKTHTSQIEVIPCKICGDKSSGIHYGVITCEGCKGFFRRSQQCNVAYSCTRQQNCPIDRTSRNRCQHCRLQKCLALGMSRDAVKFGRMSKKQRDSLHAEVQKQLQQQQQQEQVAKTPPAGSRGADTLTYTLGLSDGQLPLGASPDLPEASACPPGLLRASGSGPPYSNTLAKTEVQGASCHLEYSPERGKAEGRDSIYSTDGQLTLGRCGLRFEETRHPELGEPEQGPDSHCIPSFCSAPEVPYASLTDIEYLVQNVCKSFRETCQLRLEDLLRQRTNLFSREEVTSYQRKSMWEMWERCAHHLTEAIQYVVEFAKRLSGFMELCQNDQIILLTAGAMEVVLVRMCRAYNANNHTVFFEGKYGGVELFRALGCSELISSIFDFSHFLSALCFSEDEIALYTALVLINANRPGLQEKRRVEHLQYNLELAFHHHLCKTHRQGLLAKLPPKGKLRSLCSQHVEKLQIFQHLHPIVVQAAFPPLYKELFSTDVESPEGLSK
#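 Using a luciferase readout, inhibitors were identified by reduced reporter activity in Drosophila cells coexpressing a copper-inducible Gal4–ROR gamma fusion and UAS-driven Photinus luciferase, incubated 20 hr after 700 uM copper sulfate.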
# VP16 counter – counter-screen for ROR gamma inhibitors: Gal4-VP16 reporter; Drosophila S2 Gal4-VP16 UAS-luciferase, luminescence, 20 h; AID 2546; Potency, µM (titrated, usually from 53.6 µM), for the others: top-dose activity, negative = inhibition, usual class: inhibitors; hit rate 3.5% among 310,000;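 also: Gal4-VP16 expression switched on by copper sulfate through the metallothionein promoter; nearly all actives have a fitted effect of over 50% in size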
# The depositor's hits bear a star; u = inconclusive; & = joins results of further samples; [ ] = another dose, or the depositor's remark. Calls follow the shape of the dose curve; as a rule, active = well fitted curve in the direction sought with a large enough effect; inconclusive = small, poorly fitted or top-dose-only effect, or another doubt; inactive = no such curve, though single readings can be large; an effect the other way counts as inactive or inconclusive. % is scaled to controls: 0 for no effect and ±100 for the full control effect; potency is read from the fitted curve at half-maximal effect. These rows are one share of the data. The share of hits here may be higher or lower than overall.
SMILES,RORgamma inh,VP16 counter
CCc1cc2c(nc1CC)CCN(CC/C(C)=N/OC[C@@H](O)[C@@H]1O[C@@H]3OC(C)(C)O[C@@H]3[C@H]1O)C2,18.1%[10 µM],10.6%[10 µM]
COc1ccc(Oc2ncc3nc(-c4ccc(Cl)cc4)c(=O)n(C)c3n2)cc1,-1.8%,-4.2%
COC(=O)C1=C[C@@H](C(=O)OC)C2C3=C(C(=O)[C@@]2(C)NC(=O)c2ccccc2)[C@H](C)n2c(=O)n(C)c(=O)n2[C@@H]3C1 (stereo partly specified),-9.4%,7.7%
CNC1C(O)C(O[C@H]2C(O)[C@@H](OC3OC(CN)=CCC3N)[C@H](N)C[C@@H]2N)OC[C@]1(C)O (stereo partly specified),9.8%,-3.7%
CC(=O)OC1CC2CCC1(C)C2(C)C (stereo unspecified),1.4%&-11.4%,6.8%&-3.6%
C=CCNC1=C2C[C@@H](C)C[C@H](OC)[C@H](O)[C@@H](C)/C=C(\C)[C@H](OC(N)=O)[C@@H](OC)/C=C\C=C(/C)C(=O)NC(=CC1=O)C2=O,30.4%[10 µM],-12.1%
CN1CCN(c2ncc3nc(-c4cccc(C#N)c4)c(=O)n(Cc4ccc(F)cc4)c3n2)CC1,u,20µM*
C[C@H]1C=CC(=O)C[C@H]1c1c(F)cccc1Cl,-3.7%,-13.8%
CC12CCC3c4ccc(O)cc4CCC3C1CCC2O (stereo unspecified),-9.5%,-9.2%
CN1C(=O)CCC1c1cccnc1 (stereo unspecified),-13.1%&-0.9%&11.3%,-4.1%&-6.0%&4.1%
O=C(c1cc(C(F)(F)F)cc(C(F)(F)F)c1)N1CCC[C@@]2(CCN(Cc3nccs3)C2)C1,-8.6%,14.6%
CCCCCNCCCCC,-22.6%,1.3%
C#C[C@@]1(O)CC[C@@H]2[C@H]3CCC4=C/C(=N\O)CC[C@H]4[C@@H]3CC[C@]21CC,-12.6%,-23.3%
C/C=C(\C)C(=O)OC1C(OC(=O)C2(C)OC2C)c2cc3ccc(=O)oc3cc2OC1(C)C (stereo unspecified),4.9%,16.6%
COCCn1c(=O)c(-c2cc(F)cc(F)c2)nc2cnc(N(C)C)nc21,-24.5%,-6.1%
Cc1noc(C)c1-c1ccc2ncnc(N3CCOCC3)c2c1,-39.1%,27.3%
COC(=O)CCCCCN1C(=O)NC(CC2CC2)C(C(=O)OCc2ccccc2)=C1C (stereo unspecified),23.2%,u
OC[C@H]1NC[C@@H](O)[C@@H](O)[C@H]1O,0.6%,0.5%
CN(CCc1ccc(Cl)c(Cl)c1)CCN1CCCC1,-15.3%,9.3%
CC(=O)OCC1OC(n2c(Br)nc3c(=O)[nH]c(N)nc32)C(OC(C)=O)C1OC(C)=O (stereo unspecified),-3.6%,-1.7%
[O-][N+](=Nc1ccccc1)c1ccccc1,32.9%,12.8%
Cc1noc(C)c1-c1nccc(NCc2cccnc2)n1,-44.3%,23.4%
CCCCCCCCCCCCC/C=C\[C@@H](O)[C@H](CO)NC(C)=O,12.0%,-3.4%
O=P1(O)Oc2c(-c3ccccc3)cc3ccccc3c2-c2c(c(-c3ccccc3)cc3ccccc23)O1,14.7%,-6.1%
c1ccc(-c2nc(-c3cccc4ccccc34)c(Nc3ccc4ccccc4c3)o2)cc1,5.62µM*,1.5%

# An excerpt from above in order of length of the SMILES, rising.
SMILES,RORgamma inh,VP16 counter
CCCCCCCCCCCCC/C=C\[C@@H](O)[C@H](CO)NC(C)=O,12.0%,-3.4%
CNC1C(O)C(O[C@H]2C(O)[C@@H](OC3OC(CN)=CCC3N)[C@H](N)C[C@@H]2N)OC[C@]1(C)O (stereo partly specified),9.8%,-3.7%
C=CCNC1=C2C[C@@H](C)C[C@H](OC)[C@H](O)[C@@H](C)/C=C(\C)[C@H](OC(N)=O)[C@@H](OC)/C=C\C=C(/C)C(=O)NC(=CC1=O)C2=O,30.4%[10 µM],-12.1%

# Next section.
SMILES,RORgamma inh,VP16 counter
O=C(c1cccc(F)c1)N1CCC[C@@]2(CCN(c3ncccn3)C2)C1,8.2%,-2.7%
c1nc(NCCN2CCOCC2)c2cc(-c3ccc4c(c3)OCO4)ccc2n1,31.4%,4.0%
O=c1c(-c2ccc(O)cc2)coc2c(C3OC(CO)C(O)C(O)C3O)c(O)ccc12 (stereo unspecified),-6.6%,-6.6%
COc1ccccc1C1CC(=O)Oc2cc3c(cc21)OCO3 (stereo unspecified),11.2%,0.5%
COc1ccccc1CN1CCCC2(CCN(C(=O)c3ccco3)CC2)C1,7.7%,-2.7%
O=c1c(-c2ccc(Cl)cc2)nc2cncnc2n1Cc1ccccc1,0.7%,-12.5%
CCn1ccnc1C[C@@H]1COc2ccccc2O1,u,-3.3%
O=S(=O)(c1ccccc1)N1CCC2(CC1)CN(c1ccccc1)C2,7.4%,-4.4%
CCC1=C2CC[C@H]3C(=O)N(CC)C(=O)[C@H]3[C@H]2[C@@]2(C)C(=NCCc3c[nH]c4ccccc34)OC(=O)N2C1=O,8.0%,6.2%
CCCCN(CC)c1nc(C)nc2c1c(C)c(C)n2-c1c(C)cc(C)cc1C,2.24µM*,u
COC(=O)[C@@]1(Cc2ccc(OC)cc2)[C@H]2c3cc(C(=O)N4CCCC4)n(CCN4CNCC4=O)c3C[C@H]2CN1C(=O)c1ccccc1,21.6%,-10.5%
CC(=O)OC[C@H]1O[C@@H](ON=C(C)C)[C@H](OC(C)=O)[C@@H](OC(C)=O)[C@H]1OC(C)=O,3.2%[10 µM],-4.4%[10 µM]
CC[C@H](C)[C@H](NC(=O)[C@H](CCC(=O)O)NC(=O)CNC(=O)[C@@H](NC(=O)[C@@H]1CCCN1C(=O)[C@@H](NC(=O)[C@@H]1CCCN1C(=O)[C@@H]1CCCN1C(=O)[C@H](CC(N)=O)NC(=O)[C@H](CC(N)=O)NC(=O)[C@@H](NC(=O)[C@H](CCSC)NC(=O)[C@H](Cc1c[nH]c2ccccc12)NC(=O)CNC(=O)[C@@H](NC(=O)[C@H](CCC(N)=O)NC(=O)[C@@H](N)CCC(=O)O)[C@@H](C)CC)[C@@H](C)O)[C@@H](C)CC)C(C)C)C(=O)O,-25.7%,-5.0%
C[C@@H]1O[C@H](O[C@@H]2[C@@H](Oc3cc(O)c4c(c3)O[C@H](c3ccc(O)cc3)CC4=O)O[C@@H](CO)[C@@H](O)[C@H]2O)[C@@H](O)[C@H](O)[C@@H]1O,-15.6%[16.9 µM],4.6%[17 µM]
CN(CCOc1ccc(C[C@H](Nc2ccccc2C(=O)c2ccccc2)C(=O)O)cc1)c1ccccn1,38.4%,1.3%
N#C/C(=C\c1ccc(O)c(O)c1)C(=O)OCCc1cccs1,-22.1%,-1.6%
CSCC[C@@H]1NC(=O)C/C=C\[C@@H](C)COC(=O)[C@@H](CCSC)NC(=O)C/C=C\[C@@H](C)COC1=O,-8.2%[10 µM],7.1%[10 µM]
COc1ccc(C(=O)N2CCC3(CCCN(C(=O)Nc4cccc(F)c4)C3)CC2)cc1,-5.9%,-11.3%
COc1ccc2c(c1)O[C@H](c1ccc3c(c1)OCO3)[C@@H](OC(=O)Nc1ccc(OC(F)F)cc1)C2=O,4.6%,-19.7%
CCCn1c(=O)[nH]c2nc(-c3ccc(S(=O)(=O)O)cc3)[nH]c2c1=O,0.7%&4.9%,-6.8%&6.2%
c1csc(CNc2cc(-c3ccoc3)ncn2)c1,34.0%,12.7%
c1cncc(-c2cc(-n3ccnc3)ncn2)c1,14.7%,1.8%
C=CC[C@@H]1C=C[C@@H](O/N=C(/C)CCC(=O)OC[C@@H]2O[C@H](c3ccccc3)C=C[C@@H]2Oc2ccc(OC)cc2)[C@@H](CO)O1,13.7%[10 µM],16.4%[10 µM]
COc1cccc(-c2nccc(NCc3cccnc3)n2)c1,41.8%,1.5%
CCCn1c(C)nc2c(NCCCN(C)C)nc(C)nc21,-3.2%,-2.7%

# New compounds follow.
SMILES,RORgamma inh,VP16 counter
CC(=O)OC[C@@H]1O[C@@H](O/N=C2/C[C@@H](O)[C@@H](O)[C@@H]3[C@@H]4C(=O)N(c5cccc(Oc6ccccc6)c5)C(=O)[C@H]4CC[C@@H]23)[C@H](OC(C)=O)[C@H](OC(C)=O)[C@@H]1OC(C)=O,-1.9%[10 µM],2.6%[10 µM]
C[C@]12CCC(=O)C=C1[C@@H]1C[C@H]1[C@H]1[C@@H]3[C@@H]4C[C@H]4[C@@]4(CCC(=O)O4)[C@@]3(C)CC[C@@H]12,8.4%[10 µM],-7.8%
Cn1cc(-c2nc3cnc(N4CCOCC4)nc3n(CCC#N)c2=O)c2ccccc21,22.2%,4.9%
CC(/C=C/C=C(C)/C=C/C(=O)O)=C\C=C\C=C(C)\C=C\C=C(C)\C=C\C(=O)O,-10.9%,-5.1%
Cc1cccc(CNc2ncnc3ccc(-c4cccc(C#N)c4)cc23)c1,u,0.9%
O=C(c1cc(C(F)(F)F)cc(C(F)(F)F)c1)N1CCC[C@@]2(CCN(c3ccccn3)C2)C1,32.2%,-11.2%
CN(Cc1ccccc1)C(=O)[C@H](Cc1ccc2ccccc2c1)NC(=O)[C@@H]1CCCN1C(=O)Nc1ccccc1[N+](=O)[O-],24.6%,3.0%
O=C1COCCN1,-12.8%,-1.7%
CC(=O)C1CCC2C3CC=C4CC(O)CC[C@@]4(C)C3CC[C@]12C (stereo partly specified),-39.5%,2.8%
N[C@@H](Cn1ccc(=O)n(Cc2ccccc2C(=O)O)c1=O)C(=O)O,11.3%,-4.3%
CC1(C)SC2[C@@H](N=CN3CCCCCC3)C(=O)N2[C@H]1C(=O)O (stereo partly specified),-12.1%[10 µM],-17.2%
c1cncc(-c2ccc3ncnc(NCCN4CCOCC4)c3c2)c1,44.4%,-2.8%
O=C(O)c1ccccc1Cl,-0.7%,5.1%
COC(=O)c1ccc(C(NC(=O)c2ccccc2)[C@]2(C)C[C@H]2C2CCCCC2)cc1 (stereo partly specified),0.8%,2.3%
C[C@@H](O)C#C[Si](C)(C)c1ccccc1,-12.6%,1.5%
Cc1cc(O)c(C)c2sc(N)nc12,14.8%,3.1%
c1cncc(CNc2nc(-c3ccc4c(c3)OCO4)nc3ccccc23)c1,27.4%,-7.0%
CN(C)c1ccc(-c2cc(NCc3cccnc3)ncn2)cc1,-26.3%,-26.2%
CC(=O)c1ccc(-c2cccc(C3C4C=CCCC4(C)C(=O)N3Cc3ccccc3)c2)cc1 (stereo unspecified),-37.5%,-4.1%
COc1c(CO)cc(CO)cc(CO)c1=O,7.1%,6.7%
C1CCC2OC2C1 (stereo unspecified),-8.7%,-0.3%
COc1ccc(NC(=O)N2CC3(CCN(C(=O)c4cccn4C)CC3)C2)cc1,19.9%,6.8%
COc1ccc2c(c1)CCC1[C@@H]2CCC2(C)[C@@H](NCCCCCCN3C(=O)C=CC3=O)CC[C@@H]12 (stereo partly specified),19.2%,5.6%
COC(=O)NC(C(=O)OC)(C(=O)OC)c1ccccc1,-2.1%,2.1%
COc1ccccc1CN1CC2(CCN(C(=O)c3cnccn3)CC2)C1,-30.6%,7.1%

# 4 of the entries above in order of their number in RORgamma inh, low to high:
SMILES,RORgamma inh
O=C1COCCN1,-12.8%
C1CCC2OC2C1 (stereo unspecified),-8.7%
COC(=O)NC(C(=O)OC)(C(=O)OC)c1ccccc1,-2.1%
O=C(c1cc(C(F)(F)F)cc(C(F)(F)F)c1)N1CCC[C@@]2(CCN(c3ccccn3)C2)C1,32.2%

# Next part
SMILES,RORgamma inh,VP16 counter
c1cncc(-c2nccc(-n3ccnc3)n2)c1,-0.1%,-4.6%
CC(C)=CCC/C(C)=C/CO/N=C1/C[C@@H](O)[C@@H](O)[C@@H]2[C@@H]3C(=O)N(Cc4ccccc4)C(=O)[C@H]3CC[C@H]12,-1.5%[10 µM],-3.5%[10 µM]
Cc1nc(NCc2ccccc2)c2nc(-c3ccccc3)n(CC(C)(C)CN(C)C)c2n1,14.1µM*,-13.0%
O=c1cc(-c2cccc(O)c2)oc2cccc(O)c12,-3.0%,8.3%
COc1ccc(-c2nnc3n2N=C(c2c(OC)cccc2OC)CS3)cc1,-0.1%,-0.6%
Cc1c(O)ccc2c1OCO2,-18.4%[10 µM],-4.6%[10 µM]
COc1cccc(Cn2c(=O)c(-c3cccs3)nc3cnc(Nc4cccc(OC)c4)nc32)c1,4.7%,-0.3%
COC(=O)[C@@]1(Cc2ccccc2)[C@H]2c3cc(C(=O)N(C)C)n(Cc4ccc(S(C)(=O)=O)cc4)c3C[C@H]2CN1C(=O)c1ccccc1,u,24.3%
C/C(=C\CO)CCC(C)CCCC(C)CCCC(C)C (stereo unspecified),-18.4%,1.4%
CC[C@H]1C2=C3C(CC[C@H]4C(OCc5ccc(F)cc5C(F)(F)F)OC[C@](C)([C@@H]34)N(C(=O)OC(C)(C)C)C2)C(COC)C1COC (stereo partly specified),-5.5%,4.6%
COc1cccc(C(=O)CC2c3c(c(Br)c4c(c3OC)OCO4)CCN2C)c1 (stereo unspecified),7.2%,-12.1%
COc1cccc(Cn2c(=O)c(-c3cccc(C#N)c3)nc3cnc(N4CCOCC4)nc32)c1,-26.8%,0.2%
CC(C)=CCC[C@](C)(O)C1CC[C@]2(C)[C@@H]1CC[C@@H]1[C@@]3(C)CCC(=O)C(C)(C)[C@@H]3CC[C@]12C (stereo partly specified),-1.3%,7.9%
CCOC(=O)CNC(=O)O[C@@H]1C(=O)c2cc(Br)ccc2O[C@H]1c1ccc2c(c1)OCO2,-7.3%,-19.5%
CC[C@H]1C(c2cccc(C)c2)=NN(c2ccccc2)[C@@H]1CO,20.5%,-13.1%
CC12CCC(/C(=N/O)C1=O)C2(C)C (stereo unspecified),-5.7%,-3.3%
